# Platelet DG rel = modulates dense granule release in human platelets; human platelet-rich plasma, SFLLRN dense granule ATP release, luminescence; inhibition, %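 (compounds screened at 7.5 µM in platelet-rich plasma)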; 300,000 tested, 0.22% active;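 active means mean replicate score, as percent of positive control, at or above 50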
# TRPC6 inhibitor = mouse TRPC6 channel inhibition | Q61143 | HEK293-TRPC6, membrane potential dye, ACh-evoked depolarization; active compounds read low | B-score at 10 µM | 310,000 tested, 1.1% active | AID 2553;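 active means B-score under library mean minus 3 SD, initial fluorescence not abnormally high, positive integrated signal ratio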;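 further: B-score derived from integrated fluorescence ratio over the kinetic read; more negative B-score means stronger inhibition of depolarization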
# MrgX1 antagonist = blocks BAM8-22 activation of human MrgX1 receptor. Q96LB2. AID 588676. 310,000 tested, 1.3% active. B-score at 10 µM. MRGX1-HEK293 calcium flux, Fluo-4, BAM8-22 antagonism; active compounds read low;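 active means calcium-response B-score plate-corrected more than 3 library SD below zero, starting fluorescence within 5 deviations, no agonist response on first addition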;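 further: peak minus trough fluorescence over baseline after final BAM8-22 challenge near maximal dose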
# RGS4 block = human RGS4 inhibition; B-score at 10 µM; 310,000 tested, 0.45% active; HEK293 M3R/RGS4 inducible, Fluo-4 calcium flux; active compounds read high; triggered by carbachol at its EC20; P49798;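 active means B-score, a plate-corrected calcium signal, over three deviations above library mean, with baseline fluorescence within five deviations of library mean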;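 further: RGS4 expression induced by doxycycline in cells with stable M3 receptor; B-score is computed from the integrated fluorescence ratio over baseline after carbachol; higher B-score means a larger calcium signal and so more RGS4 inhibition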
# MrgX1 PAM = human MrgX1 positive allosteric modulation, primary screen. MrgX1-HEK293, Fluo-4 calcium flux, FDSS; active compounds read high. Q96LB2. B-score at 10 µM. 310,000 tested, 0.63% active. AID 588675;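 active means plate-corrected calcium response at least 3 library SD above typical, normal starting fluorescence, not activating the receptor alone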;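 further: compound read alongside a low EC10 to EC30 dose of BAM8-22 agonist; peak minus trough fluorescence over baseline measured at the second addition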
# RGS4 act = potentiators or activators of RGS4. B-score at 10 µM. HEK293 M3R/inducible RGS4, carbachol calcium flux Fluo4; active compounds read low. 310,000 tested, 0.92% active;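 active means B-score of the integrated calcium signal more than 4 SD below the library mean, with starting fluorescence not abnormally high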;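 further: negative B-score means reduced calcium response which marks RGS4 activation or potentiation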
#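 Detection: kinetic calcium fluorescence imaging with Fluo4-AM dye, 2 µM / Material: HEK293 cells with stable M3R and inducible RGS4 / Schedule: recording 10 s baseline at 1 Hz, 100 s post-agonist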
# MrgX1 agonist = activates human MrgX1 receptor signaling; Q96LB2; MrgX1-HEK293 cells, Fluo-4 calcium fluorescence, agonist mode; active compounds read high; B-score at 10 µM; 310,000 tested, 0.44% active;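 active means calcium response B-score plate-corrected fluorescence ratio at least 3 library SD, with starting fluorescence B-score inside 5 SD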
#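 System – MrgX1-expressing HEK293 cells · Incubation – cells plated overnight, dye loaded 0.5 h 37 °C, 0.5 h room temperature · Technique – kinetic Fluo-4 NW fluorescence of intracellular calcium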
# SKKanGAS inh = blocks kanamycin growth of S. pyogenes SKKanGAS strain; BacTiter-Glo, 6 h; inhibition, % at 7.5 µM; AID 1662; 300,000 tested, 1.3% active;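 active means mean replicate score, as percent of positive control median, at least 50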;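 further: strain carries kanamycin resistance gene driven by streptokinase promoter and grows in 40 µg/ml kanamycin; loss of luminescence reflects streptokinase promoter inhibition or plain growth inhibition; 0% = median of DMSO wells and 100% = positive control at its reference dose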
# TRPC6 act = mouse TRPC6 channel activation; HEK293-TRPC6 membrane potential dye fluorescence; active compounds read high; B-score at 10 µM; 310,000 tested, 0.13% active; AID 2550;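 active means B-score of the integrated fluorescence ratio above library mean plus 3 SD, and starting fluorescence ratio within library mean plus 5 SD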;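 further: higher score means more depolarization so channel activation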
# HIF activator = HIF pathway transcriptional activation. U2OS HRE-luciferase reporter, luminescence; normalized: DMSO 0%, desferrioxamine 100%. activation, % at 7.5 µM (by protocol). 300,000 tested, 0.32% active. AID 1910;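 active means mean activation of at least 10% of the iron chelator positive control signal, with at least half of replicates also reaching 10%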
# TRPC4 inh = inhibitors of mouse TRPC4 channel; Q9QUQ5; 300,000 tested, 0.39% active; B-score at 10 µM; HEK293 TRPC4beta/mu-opioid, DAMGO-evoked Fluo4 calcium flux; active compounds read low;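 active means B-score over 3 SD under the library average, no early fluorescence shift, positive overall ratio signal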
# Target sequence (Q9QUQ5 whole entry, looked up): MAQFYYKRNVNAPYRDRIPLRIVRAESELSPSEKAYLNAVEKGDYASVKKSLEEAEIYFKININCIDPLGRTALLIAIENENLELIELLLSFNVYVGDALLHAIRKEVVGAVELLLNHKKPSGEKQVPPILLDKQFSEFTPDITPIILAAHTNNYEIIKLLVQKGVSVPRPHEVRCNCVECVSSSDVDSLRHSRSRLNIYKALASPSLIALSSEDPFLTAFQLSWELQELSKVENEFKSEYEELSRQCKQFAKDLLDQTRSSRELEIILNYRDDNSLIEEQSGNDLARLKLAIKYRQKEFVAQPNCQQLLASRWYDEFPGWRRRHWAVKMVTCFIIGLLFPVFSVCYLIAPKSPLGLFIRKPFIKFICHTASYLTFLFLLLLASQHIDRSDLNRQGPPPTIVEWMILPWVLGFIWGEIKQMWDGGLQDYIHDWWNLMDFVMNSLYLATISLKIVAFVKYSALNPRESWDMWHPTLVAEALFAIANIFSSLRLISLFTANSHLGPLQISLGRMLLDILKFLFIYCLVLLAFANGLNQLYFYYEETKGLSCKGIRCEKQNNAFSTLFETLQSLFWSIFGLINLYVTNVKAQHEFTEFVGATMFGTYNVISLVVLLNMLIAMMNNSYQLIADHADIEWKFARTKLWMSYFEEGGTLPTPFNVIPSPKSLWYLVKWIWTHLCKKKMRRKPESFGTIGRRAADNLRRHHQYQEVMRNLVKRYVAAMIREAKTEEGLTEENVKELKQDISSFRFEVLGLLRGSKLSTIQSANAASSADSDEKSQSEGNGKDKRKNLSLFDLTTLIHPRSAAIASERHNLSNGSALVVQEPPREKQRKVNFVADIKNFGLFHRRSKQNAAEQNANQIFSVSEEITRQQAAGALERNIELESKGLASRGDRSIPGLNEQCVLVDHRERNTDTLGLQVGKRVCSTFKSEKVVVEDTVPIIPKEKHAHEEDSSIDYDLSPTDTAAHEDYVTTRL
#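 test system = HEK293 cells with stable TRPC4beta plus mu-opioid receptor expression | detection = Fluo4 Ca2+ flux fluorescence | read-out = integrated fluorescence ratio relative to baseline, converted to per-well B score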
# Numbers without * were called inactive; i = inactive.
# Start of the data: the first 11 records, to show the layout:
SMILES,Platelet DG rel,TRPC6 inhibitor,MrgX1 antagonist,RGS4 block,MrgX1 PAM,RGS4 act,MrgX1 agonist,SKKanGAS inh,TRPC6 act,HIF activator,TRPC4 inh
O=C(NCCOc1ccccc1F)c1cc([N+](=O)[O-])ccc1N1CCOCC1,0,i,i,i,i,i,i,37,i,1.6,i
Cc1ccc(CN2CCN(/N=C/c3cccnc3)CC2)c(C)c1,3,i,i,i,i,i,i,-2,i,-0.2,i
COc1cccc(Cn2c(Oc3ccccc3)nc3c2c(=O)n(C)c(=O)n3C)c1,-1,i,i,i,i,i,i,1,i,-0.6,-6*
COc1ccccc1-n1nnnc1SCC(=O)NC1CC1,-7,i,i,i,i,i,i,-2,i,-1.3,i
O=C(CSc1nc2nn(-c3ccccc3)c(=O)c-2c2n1CCCCC2)NCCCc1ccccc1,-3,i,i,i,i,i,i,11,i,0.8,i
CCc1ccc(C2CC(c3ccccc3)n3ncnc3N2)cc1 (centres undefined),0,i,i,i,i,i,i,27,i,-0.5,i
OCC[C@@H]1C[C@@H](O)[C@H](O)[C@]2(CCc3ccccc3O2)O1,-6,i,i,i,i,i,i,9,i,-1.6,i
O=C(O)CCc1ccc(-c2ccc(Br)cc2)n1Cc1ccco1,7,i,i,i,i,i,i,-15,i,-0.1,i
COc1ccc(C(=O)N2CCCC(CNC(=O)c3ccccc3Cl)C2)o1 (centres undefined),6,i,i,i,i,i,i,-3,i,1.1,i
N#CCCSc1nc(N2CCOCC2)c2c(c1C#N)CCCC2,1,i,i,i,i,i,i,1,i,-0.4,i
C/C(=N\NC(=O)C1(C)NC(C)(C)Cc2ccccc21)c1ccccc1 (centres undefined),1,i,i,i,i,i,i,1,i,-0.4,i

# This part in full (from the top)
SMILES,Platelet DG rel,TRPC6 inhibitor,MrgX1 antagonist,RGS4 block,MrgX1 PAM,RGS4 act,MrgX1 agonist,SKKanGAS inh,TRPC6 act,HIF activator,TRPC4 inh
O=C(NCCOc1ccccc1F)c1cc([N+](=O)[O-])ccc1N1CCOCC1,0,i,i,i,i,i,i,37,i,1.6,i
Cc1ccc(CN2CCN(/N=C/c3cccnc3)CC2)c(C)c1,3,i,i,i,i,i,i,-2,i,-0.2,i
COc1cccc(Cn2c(Oc3ccccc3)nc3c2c(=O)n(C)c(=O)n3C)c1,-1,i,i,i,i,i,i,1,i,-0.6,-6*
COc1ccccc1-n1nnnc1SCC(=O)NC1CC1,-7,i,i,i,i,i,i,-2,i,-1.3,i
O=C(CSc1nc2nn(-c3ccccc3)c(=O)c-2c2n1CCCCC2)NCCCc1ccccc1,-3,i,i,i,i,i,i,11,i,0.8,i
CCc1ccc(C2CC(c3ccccc3)n3ncnc3N2)cc1 (centres undefined),0,i,i,i,i,i,i,27,i,-0.5,i
OCC[C@@H]1C[C@@H](O)[C@H](O)[C@]2(CCc3ccccc3O2)O1,-6,i,i,i,i,i,i,9,i,-1.6,i
O=C(O)CCc1ccc(-c2ccc(Br)cc2)n1Cc1ccco1,7,i,i,i,i,i,i,-15,i,-0.1,i
COc1ccc(C(=O)N2CCCC(CNC(=O)c3ccccc3Cl)C2)o1 (centres undefined),6,i,i,i,i,i,i,-3,i,1.1,i
N#CCCSc1nc(N2CCOCC2)c2c(c1C#N)CCCC2,1,i,i,i,i,i,i,1,i,-0.4,i
C/C(=N\NC(=O)C1(C)NC(C)(C)Cc2ccccc21)c1ccccc1 (centres undefined),1,i,i,i,i,i,i,1,i,-0.4,i
O=C(c1ccc(COc2c(F)c(F)cc(F)c2F)o1)N1CCN(c2ccccc2)CC1,-2,i,i,i,i,i,i,16,i,0.6,i
CCOC(=O)C(CCCCP(=O)(c1ccccc1)c1ccccc1)(NC(C)=O)C(=O)OCC,-3,i,i,i,i,i,i,-1,i,-1.2,i
CCCCCCCCCCCCN1C/C(=C\C(=O)OCC)c2ccccc2S1(=O)=O,-1,i,i,i,i,i,i,17,i,0.1,i
COc1ccccc1C(=O)Nc1cc2cc(Br)ccc2oc1=O,-5,i,i,i,i,i,i,-1,i,2.0,i
O=C(NN=C1CCCC1)c1ccc(Cl)cc1,2,i,i,i,i,i,i,18,i,-22,i
COc1ccc(C2C(C(=O)c3ccco3)=C(O)C(=O)N2c2nnc(C)s2)cc1OC (centres undefined),-3,i,i,i,i,i,i,-5,i,-0.2,i
O=C(C1CCN(C2CC(=O)N(Cc3ccccc3)C2=O)CC1)N1CCCCCC1 (centres undefined),-5,i,i,i,i,i,i,-5,i,-0.3,i
COc1cc(-c2noc(C3CCCN(C(=O)c4ccccc4)C3)n2)cc(OC)c1OC (centres undefined),-2,i,i,i,i,i,i,-1,i,0.3,i
O=S1(=O)CCC(NCC2CCCO2)C1 (centres undefined),0,i,i,i,i,i,i,3,i,-0.3,i
O=C(Nc1ccccc1)c1ccccc1NC(=O)C1CCCCC1,-2,i,i,i,i,i,i,2,i,1.4,i
COc1cccc(NC(=O)Cn2c(-c3cncs3)nc3ccccc32)c1,13,i,i,i,i,i,i,-1,i,0.4,i

# Reformatted with bars between the fields: part of the list above.
SMILES | Platelet DG rel | TRPC6 inhibitor | MrgX1 antagonist | RGS4 block | MrgX1 PAM | RGS4 act | MrgX1 agonist | SKKanGAS inh | TRPC6 act | HIF activator | TRPC4 inh
COc1ccc(C(=O)N2CCCC(CNC(=O)c3ccccc3Cl)C2)o1 (centres undefined) | 6 | i | i | i | i | i | i | -3 | i | 1.1 | i
O=C(C1CCN(C2CC(=O)N(Cc3ccccc3)C2=O)CC1)N1CCCCCC1 (centres undefined) | -5 | i | i | i | i | i | i | -5 | i | -0.3 | i

# Screens as filed in PubChem.
